From PubChem BioAssay
HGIII-sPLA2 inh: human group III sPLA2 inhibitors, primary screen, biochemical, QFRET, BODIPY PC-A2 liposome substrate | Group 3 secretory phospholipase A2 (Homo sapiens), Q9NZ20 | QFRET BODIPY PC-A2 liposome hydrolysis, fluorescence | inhibition, % at 12.2 µM | actives 0.56% (n = 370,000) | AID 743126, 2013;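 active = inhibition above mean plus 3 SD of compounds lying within the high and low control bounds, cut at about 19% in these data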;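 also: 0% = median of test compound wells and 100% = no enzyme DMSO wells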
ASAP1 inh: inhibitors of human ASAP1 ArfGAP activity, primary screen, biochemical, fluorescence polarization. Arf-GAP with SH3 domain, ANK repeat and PH domain-containing protein 1 (Homo sapiens), …. ASAP1-stimulated ARF1 GTP hydrolysis, GDP FP detection. inhibition, % at 16.5 µM. actives 0.19% (n = 360,000). AID 624377, 2012; in the data active = inhibition above about 25%;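 also: 0% = vehicle with enzyme and substrate and 100% = no enzyme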
DDE Tn6 FP inh: inhibitors of Tn6 peptide binding to fibrin DD(E), primary screen, biochemical, fluorescence polarization, human fibrin, Tn6 probe | Fibrinogen beta chain (Homo sapiens), P02675 | Fibrin DD(E) TRITC-Tn6 fluorescence polarization displacement | inhibition, % at 8.3 µM | actives 0.21% (n = 370,000) | AID 720509, 2013;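 active = inhibition above a per-campaign cutoff: mean of compounds within control limits plus 3 SD, cut at about 15% in these data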;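 also: 0% = median of all compound wells on the plate and 100% = blocking peptide control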
FXN GAA850 act: FXN promoter activators, primary screen, cell-based, luciferase luminescence, HEK293 lucGAA850; HEK293 lucGAA850 FXN promoter luciferase reporter, 24 h; percent of 10 µM SAHA response; activation, % at 6 µM; actives 0.56% (n = 360,000);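 active = activation above the average of all compounds screened plus 3 SD, cutoff fixed separately per campaign, cut at about 7.5% in these data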;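 also: 0% = DMSO wells and 100% = 10 µM SAHA wells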
GC-A act: GC-A stimulated cGMP production enhancers – HEK293 GC-A cells, cGMP TR-FRET, EC30 ANP, primary screen; 0% at EC30 ANP, 100% saturating ANP; activation, % at 10 µM; actives 0.14% (n = 370,000); in the data active = activation above about 40%
Target sequence (P16066 whole entry, looked up): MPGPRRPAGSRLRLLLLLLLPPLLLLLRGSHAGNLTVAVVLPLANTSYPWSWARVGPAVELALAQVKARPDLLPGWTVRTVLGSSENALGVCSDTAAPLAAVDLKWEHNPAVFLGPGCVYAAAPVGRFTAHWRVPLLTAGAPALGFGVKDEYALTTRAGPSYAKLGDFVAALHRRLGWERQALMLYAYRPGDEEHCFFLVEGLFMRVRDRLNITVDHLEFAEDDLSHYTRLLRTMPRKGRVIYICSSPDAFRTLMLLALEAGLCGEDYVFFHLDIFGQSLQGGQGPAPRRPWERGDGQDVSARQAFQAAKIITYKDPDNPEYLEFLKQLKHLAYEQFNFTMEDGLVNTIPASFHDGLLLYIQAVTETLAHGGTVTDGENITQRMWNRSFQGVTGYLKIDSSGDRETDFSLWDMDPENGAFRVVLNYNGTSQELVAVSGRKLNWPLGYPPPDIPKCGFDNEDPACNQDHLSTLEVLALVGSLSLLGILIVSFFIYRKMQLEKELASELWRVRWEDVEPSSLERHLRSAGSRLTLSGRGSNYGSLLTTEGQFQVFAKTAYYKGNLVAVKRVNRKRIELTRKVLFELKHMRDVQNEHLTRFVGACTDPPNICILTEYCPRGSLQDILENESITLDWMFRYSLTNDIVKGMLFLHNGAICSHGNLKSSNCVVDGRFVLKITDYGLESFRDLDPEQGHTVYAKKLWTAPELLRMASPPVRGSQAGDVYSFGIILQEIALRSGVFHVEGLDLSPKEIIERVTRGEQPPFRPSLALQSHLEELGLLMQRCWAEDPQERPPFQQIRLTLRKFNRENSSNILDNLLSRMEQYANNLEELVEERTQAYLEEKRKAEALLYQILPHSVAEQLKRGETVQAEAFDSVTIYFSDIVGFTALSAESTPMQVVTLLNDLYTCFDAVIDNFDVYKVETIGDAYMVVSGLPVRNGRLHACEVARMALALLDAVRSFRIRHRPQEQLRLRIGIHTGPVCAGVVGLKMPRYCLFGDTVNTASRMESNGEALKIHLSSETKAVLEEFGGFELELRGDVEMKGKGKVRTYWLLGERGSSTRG
KLK7 zymogen act: proKLK7 zymogen activators, primary screen, biochemical, fluorescence intensity; purified proKLK7, EDANS-DABCYL substrate fluorescence; 100% is mature enzyme control, 0% vehicle; Kallikrein-7 (Homo sapiens), P49862; actives 0.9% (n = 370,000); activation, % at 7 µM;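 active = activation above the mean of all tested compounds plus 3 SD, computed per campaign excluding outliers beyond control limits, cut at about 13% in these data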
rCAG binder: binders of r(CAG) RNA repeats, primary screen, biochemical, fluorescence; inhibition, % at 3 µM; r(CAG) RNA repeat, TO-PRO-1 dye displacement fluorescence; actives 1.3% (n = 370,000); AID 651821, 2012;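 active = inhibition above the plate cutoff, the mean of all test compounds on that plate plus 3 SD, cut at about 35% in these data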;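 also: 0% = DMSO alone and 100% = 100 µM mitoxantrone as full dye displacement; higher means more dye released from RNA so lower well fluorescence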
ADAM10 inh: human ADAM10 inhibitors, primary screen, biochemical, QFRET, HTS; Disintegrin and metalloproteinase domain-containing protein 10 (Homo sapiens), O14672; recombinant ADAM10, EDANS/DABCYL FRET peptide cleavage, 3 h; inhibition, % at 7 µM; actives 0.62% (n = 370,000);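 active = inhibition above a per-campaign cutoff equal to the mean of compounds falling between control-based bounds plus 3 SD, cut at about 20% in these data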;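 also: 0% = DMSO wells while the 100% control is not disclosed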
ARFGAP1 inhibitor: inhibitors of rat ARFGAP1 GAP activity, primary screen, biochemical, fluorescence polarization, GDP tracer; Arfgap1-stimulated ARF1 GTP hydrolysis, GDP FP detection; inhibition, % at 16.5 µM; ADP-ribosylation factor GTPase-activating protein 1 (Rattus norvegicus), Q62848; AID 651572, 2012; actives 0.26% (n = 360,000);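 active = inhibition above a per-plate limit, mean inhibition of low control wells plus 3 SD, cut at about 25% in these data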;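 also: 0% = DMSO wells with enzyme and 100% = wells lacking Arfgap1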
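Material: rat Arfgap1 catalytic domain, aa 1-136; also added: human ARF1(Δ1-17)-GTP substrate; compound dosing: one concentration, 16.5 µM, DMSO 1.26%; incubation: GTP hydrolysis reaction 2 h at 25 °C; measured by: Tracer-displacement fluorescence polarization with EDTA stop, 620/688 nm; evaluation: % inhibition from polarization; repeats: one replicate per compound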
NPR2 activator: human GC-B receptor activators, primary screen, HEK293 GC-B cells, cGMP TR-FRET, EC30 CNP; Atrial natriuretic peptide receptor 2 (Homo sapiens), P20594; 0% at EC30 CNP, 100% saturating CNP; activation, % at 10 µM; actives 0.11% (n = 370,000); AID 1920062, 2024;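 active = activation at 10 µM reaching about 35% in either raw or pattern-adjusted values, limit read from the data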
* = called active by the depositor; . = not tested or not shown.

Structure	GC-A act	rCAG binder	KLK7 zymogen act	DDE Tn6 FP inh	FXN GAA850 act	ARFGAP1 inhibitor	NPR2 activator	ADAM10 inh	ASAP1 inh	HGIII-sPLA2 inh
CCOc1ccc(N2C(=O)CC(NC3CCCCNC3=O)C2=O)cc1 (configuration not stated)	3	-2	-0.5	-1	-0.4	4	7	3	-4	13
C#Cc1ccc([C@@H]2C=C(C(=O)NCc3ccccc3)O[C@H](OCc3ccc(CO)cc3)C2)cc1	0	12	-1.2	1	0.1	1	3	-9	-4	-3
CC1CN(C(=O)CCC(=O)N2CCN(c3cccc(C(F)(F)F)c3)CC2)c2ccccc2O1 (configuration not stated)	-1	-3	0.7	8	-1.0	-6	-4	4	2	6
Nc1c(Cl)ncnc1N/N=C/c1cccnc1	-2	-2	1.2	4	1.4	5	-3	4	2	-1
CCc1ccc2c(c1)C(=O)C[C@]1(CCC[C@H](C)C1)O2	0	-2	-5.6	6	-0.2	-8	1	-12	9	2
Fc1ccc(NC(=S)NN2CCOCC2)cc1Cl	1	0	-0.8	6	1.4	-4	6	-2	1	25*
C/C(=N\Nc1nc(N2CCOCC2)nc(N2CCOCC2)n1)c1cccs1	1	-4	-0.6	3	0.3	9	7	8	-3	0
CCOC(=O)C1(Cc2ccccc2Cl)CCN(C(=O)c2cnccn2)CC1	-2	-8	0.3	-2	2.6	14	-1	-1	16	2
Fc1ccc(COc2ccccc2-c2ccnc3ncnn23)cc1	-8	-4	4.5	-2	2.9	-13	-8	-162	-2	1
CCN(CC)C(=O)CSc1nnc(COc2ccc(OC)cc2)n1N	-3	-5	-0.8	4	0.1	5	1	-10	-5	7
O=C(CNC(=O)c1cccc(Br)c1)N/N=C/c1cn[nH]c1-c1ccccc1	-5	4	0.0	4	-0.1	-2	-8	2	0	-18
CCOc1ccc2c(c1)nc(C)n2C	-1	1	0.1	-4	2.6	-2	4	0	6	-1
CCC(C(=O)NC1CCCCC1)n1nc(C)c2c(C)n(-c3ccccc3)nc2c1=O (configuration not stated)	-3	-4	0.6	-9	-0.3	4	2	-4	-4	0
COc1ccc(-c2cc(C(=O)OCC(=O)N(C)C3CCS(=O)(=O)C3)c3ccccc3n2)cc1OC (configuration not stated)	7	9	5.2	-5	-0.7	12	-4	0	-7	-10
CCOC(=O)Cc1csc(SCC(=O)/C(C#N)=C(\C)N)n1	4	-4	0.7	2	0.4	5	3	7	-4	8
COc1ccccc1NC(=O)c1ccccc1C(=O)N(C)Cc1ccccc1	-2	1	-0.3	-5	0.1	7	-2	-1	-4	9
C/C=C\C(=O)Nc1cccc(C2=NOC3(C2)C[C@@H](C(N)=O)N(C(=O)c2ccccc2)C3)c1 (some centres not stated)	3	3	0.5	-1	0.2	-11	0	-3	-2	2
CCc1nc2c(c(=O)[nH]1)C(CC)(CC)Cc1ccccc1-2	0	-2	0.0	1	1.2	3	-3	-1	-6	3
Cc1ccc(NC(=O)N(Cc2ccc3c(c2)OCO3)Cc2cc3cc4c(cc3[nH]c2=O)OCCO4)cc1	7	1	-0.5	6	1.2	-5	7	-14	-5	6
Cc1cc(C)n(C(=O)CCCCCCCCC(=O)n2nc(C)cc2C)n1	0	-1	-0.1	-1	3.6	7	-4	-1	16	6
COc1ccc(C(=O)NNC(=S)NC(=O)c2ccccc2[N+](=O)[O-])cc1	2	4	0.3	4	-1.1	-9	-2	2	-5	10
N#Cc1ccccc1S(=O)(=O)Nc1ccc2c(c1)C(=O)OC2	0	4	-0.1	7	1.7	8	3	8	-6	-1
COc1cc(OC)c(C2Nc3ccccc3NC3=C2C(=O)CC(C)(C)C3)cc1OC (configuration not stated)	-2	-3	-0.9	3	1.2	-6	2	-10	3	3
Cc1ccc(NC(=O)CN2C(=O)N/C(=C/c3ccc(C)s3)C2=O)cc1	-1	6	3.0	-7	0.1	16	-3	-5	-1	-20
Cc1cccc(OCCCn2c(=O)oc3ccccc32)c1	-11	-5	0.2	4	4.7	-1	-2	-3	-4	4
c1ccc(C(c2ccccc2)c2nc(-c3cccnc3)no2)cc1	-4	-7	0.1	-5	3.0	-4	-1	6	-1	5
C=CCOc1cccc(C2/C(=C(\O)c3ccc4c(c3)OCCO4)C(=O)C(=O)N2CCN2CCOCC2)c1 (configuration not stated)	9	9	0.6	-3	-0.8	3	4	1	-1	7
O=C(CO/N=C/c1ccc(Cl)cc1Cl)NNC(=O)c1ccc(Cl)cc1Cl	1	0	-0.1	4	2.1	-9	-3	-2	-2	-16
Nc1ccn(C2OC(COP(=O)(O)O)C(O)C2O)c(=O)n1 (configuration not stated)	-4	3	0.1	9	-3.8	16	5	-11	-9	7
O=C1CC(c2ccc(O)cc2)Oc2cc(O)cc(O)c21 (configuration not stated)	3	5	-0.2	3	1.3	0	-1	-8	-1	-8
CCC1CCCCN1C(=O)COc1ccccc1NC(C)=O (configuration not stated)	-2	1	0.2	1	1.4	3	3	-1	-7	3
CN1CCN(C(=O)C2CCC(=O)N(CCc3cccc(F)c3)C2)CC1 (configuration not stated)	0	-2	-0.3	-4	1.9	2	0	2	6	-3
O=c1c2ccccc2nc2n1CCC2	4	-1	0.1	4	-2.2	-8	-1	-2	-4	7
Cc1cc(NC(=O)c2cccc(S(=O)(=O)N(C)C)c2)n(-c2ccccn2)n1	13	3	1.4	0	0.2	-2	5	-5	-12	5
Cc1ccc(C2(CCNC(C)c3cccs3)CCOC(C(C)C)C2)cc1 (configuration not stated)	-41	-7	0.2	10	-3.5	1	-19	6	0	-1
Cc1cc(OC(=O)C2CC2)c([N+](=O)[O-])c(=O)[nH]1	1	1	0.2	-8	1.6	5	3	12	7	5
CC(C)N1CCC(NC(=O)NC2CCCCC2)CC1	-4	1	0.2	6	1.1	-4	3	1	1	0
Cc1ccc(CNC(=O)CN2C(=O)COc3ccc(C)cc32)cc1	2	3	0.6	2	0.4	19	-1	-10	9	3
Cn1c(=O)c2c(nc(SCC(=O)NCc3ccco3)n2C)n(C)c1=O	2	2	0.5	-1	-1.8	-9	0	10	9	8
Cc1nc2oc3ccc(F)cc3c(=O)c2cc1C(=O)O	-1	0	0.6	1	3.5	-5	5	-32	5	-2
O=c1[nH]c(CN2CCN(C/C=C/c3ccccc3)CC2)nc2cc(Cl)ccc12	3	-2	0.6	-10	0.3	10	-11	0	8	-9
Cc1cc(C(=O)CSc2nn(-c3ccccc3)c(=S)s2)c(C)n1Cc1ccco1	-3	10	-0.1	-11	-2.1	-15	-1	12	-16	-1
CCCCNC(=O)N1CCN(c2ncccn2)CC1	6	-1	0.8	4	-0.3	-12	0	-3	5	1
COC(=O)[C@@]12C[C@@H](CC(=O)N3CCC(c4ccccc4)CC3)C(=O)N(Cc3ccccc3)C1=CCC(C)(C)C2	1	3	-0.8	-2	.	-8	-4	-5	2	1
COc1cccc(NC(=O)CC2C(=O)NC3CCCCC3N2C(=O)c2ccccc2)c1 (configuration not stated)	-13	-3	-0.4	4	-1.5	-15	-9	0	-3	-1
O=C(NCc1ccc2[nH]c3c(c2c1)CCCC3)c1ccc(S(=O)(=O)N2CCCC2)cc1	8	16	-0.1	-4	-1.9	4	13	-41	11	-31
CCN=C1SC(CC(=O)Nc2ccc(C)cc2)C(=O)N1CC (configuration not stated)	2	-3	0.1	-8	0.3	-1	1	0	13	-2
Cn1nc(C(=O)Nc2ccc3c(c2)OCO3)c2ccccc2c1=O	0	0	0.1	-11	1.6	-1	-5	-2	4	-2
COc1ccc(OC)c(-c2csc(NC(=O)CN3C(=O)NC4(CCCC4)C3=O)n2)c1	3	1	-0.7	1	1.8	14	0	0	13	-16
Cc1c(C(=O)N2CCOCC2)c(S(=O)(=O)Nc2cccc(F)c2)c(C)n1C	3	-3	0.0	-1	-1.9	2	9	0	7	4

(list continues)
Structure	GC-A act	rCAG binder	KLK7 zymogen act	DDE Tn6 FP inh	FXN GAA850 act	ARFGAP1 inhibitor	NPR2 activator	ADAM10 inh	ASAP1 inh	HGIII-sPLA2 inh
Cc1ccccc1Cn1cc(NC(=O)CCCn2nc([N+](=O)[O-])cc2C)cn1	-4	-3	0.7	-3	-2.7	-10	-1	-3	6	4
O=C(Nc1cccc(N=Cc2cc(Br)cc(Br)c2O)c1)c1ccco1	0	16	-1.7	2	-1.4	-8	-1	-2	-9	5
CN(C(=O)c1ccc(NC(=O)Cc2ccc(NC(=O)C3CCN(C(=O)C4CC4)CC3)cc2)cc1)C1CC1	3	-4	0.7	-3	1.2	10	10	-1	7	-7
Cc1ccc(C2/C(=C(\O)c3cnn(-c4ccccc4)c3C)C(=O)C(=O)N2CCN(C)C)o1 (configuration not stated)	-5	2	0.6	-4	2.2	-5	1	-2	-14	-4
CCSc1nnc(NC(=O)c2cc(C)on2)s1	4	5	0.5	-4	-0.1	1	1	13	5	12
Cc1cccc(NC(=S)NN2CCN(C)CC2)c1C	1	-5	0.1	-1	-1.6	3	-4	13	-8	-3
O=C(NC(=S)Nc1ccc(O)cc1)c1ccccc1Cl	-7	-1	0.4	0	6.3	-9	3	5	3	2
CC(NC(=O)CN1C(=O)NC2(CCCC2)C1=O)c1ccc(Cl)cc1Cl (configuration not stated)	2	3	0.4	8	-1.8	3	2	-7	-15	-2
CC(CN1CCOCC1)C(=O)c1ccccc1 (configuration not stated)	-2	-1	-0.1	4	3.2	-3	5	4	-6	0
CC[C@@]12C(=O)N(c3cccc(Br)c3)C(=O)N1[C@H](c1ccc(Br)cc1)[C@@H]1C(=O)N(C(C)(C)C)C(=O)[C@@H]12	-12	4	-0.8	0	11*	-3	-5	16	-7	-31
COc1ccc(C(=O)Nc2ccccn2)cc1S(=O)(=O)N1CCOCC1	0	-5	-0.1	-4	2.7	11	2	-1	-1	1
CC(=O)N1CN(C2CCS(=O)(=O)C2)Cc2c1sc1c2CCCC1 (configuration not stated)	-2	0	0.3	5	-1.5	14	0	4	-5	5
